Screening results (PubChem)
Dicer inh – inhibitors of Dicer pre-microRNA processing, primary screen, biochemical, cat-ELCCA, chemiluminescence; cat-ELCCA pre-miR-21 Dicer processing; active compounds read high; Endoribonuclease Dicer (Homo sapiens), Q9UPY3; 47,000 compounds, 6% hits; z-score at 25 µM; AID 1347074, 2019; in the data active = z-score above about 3, passing the limit was not always enough;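 note: plate controls were vehicle for no effect and no enzyme for full effect; higher signal means more uncleaved substrate so more Dicer inhibition; strong numbers were not always called active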
Target sequence (Q9UPY3 whole entry, looked up): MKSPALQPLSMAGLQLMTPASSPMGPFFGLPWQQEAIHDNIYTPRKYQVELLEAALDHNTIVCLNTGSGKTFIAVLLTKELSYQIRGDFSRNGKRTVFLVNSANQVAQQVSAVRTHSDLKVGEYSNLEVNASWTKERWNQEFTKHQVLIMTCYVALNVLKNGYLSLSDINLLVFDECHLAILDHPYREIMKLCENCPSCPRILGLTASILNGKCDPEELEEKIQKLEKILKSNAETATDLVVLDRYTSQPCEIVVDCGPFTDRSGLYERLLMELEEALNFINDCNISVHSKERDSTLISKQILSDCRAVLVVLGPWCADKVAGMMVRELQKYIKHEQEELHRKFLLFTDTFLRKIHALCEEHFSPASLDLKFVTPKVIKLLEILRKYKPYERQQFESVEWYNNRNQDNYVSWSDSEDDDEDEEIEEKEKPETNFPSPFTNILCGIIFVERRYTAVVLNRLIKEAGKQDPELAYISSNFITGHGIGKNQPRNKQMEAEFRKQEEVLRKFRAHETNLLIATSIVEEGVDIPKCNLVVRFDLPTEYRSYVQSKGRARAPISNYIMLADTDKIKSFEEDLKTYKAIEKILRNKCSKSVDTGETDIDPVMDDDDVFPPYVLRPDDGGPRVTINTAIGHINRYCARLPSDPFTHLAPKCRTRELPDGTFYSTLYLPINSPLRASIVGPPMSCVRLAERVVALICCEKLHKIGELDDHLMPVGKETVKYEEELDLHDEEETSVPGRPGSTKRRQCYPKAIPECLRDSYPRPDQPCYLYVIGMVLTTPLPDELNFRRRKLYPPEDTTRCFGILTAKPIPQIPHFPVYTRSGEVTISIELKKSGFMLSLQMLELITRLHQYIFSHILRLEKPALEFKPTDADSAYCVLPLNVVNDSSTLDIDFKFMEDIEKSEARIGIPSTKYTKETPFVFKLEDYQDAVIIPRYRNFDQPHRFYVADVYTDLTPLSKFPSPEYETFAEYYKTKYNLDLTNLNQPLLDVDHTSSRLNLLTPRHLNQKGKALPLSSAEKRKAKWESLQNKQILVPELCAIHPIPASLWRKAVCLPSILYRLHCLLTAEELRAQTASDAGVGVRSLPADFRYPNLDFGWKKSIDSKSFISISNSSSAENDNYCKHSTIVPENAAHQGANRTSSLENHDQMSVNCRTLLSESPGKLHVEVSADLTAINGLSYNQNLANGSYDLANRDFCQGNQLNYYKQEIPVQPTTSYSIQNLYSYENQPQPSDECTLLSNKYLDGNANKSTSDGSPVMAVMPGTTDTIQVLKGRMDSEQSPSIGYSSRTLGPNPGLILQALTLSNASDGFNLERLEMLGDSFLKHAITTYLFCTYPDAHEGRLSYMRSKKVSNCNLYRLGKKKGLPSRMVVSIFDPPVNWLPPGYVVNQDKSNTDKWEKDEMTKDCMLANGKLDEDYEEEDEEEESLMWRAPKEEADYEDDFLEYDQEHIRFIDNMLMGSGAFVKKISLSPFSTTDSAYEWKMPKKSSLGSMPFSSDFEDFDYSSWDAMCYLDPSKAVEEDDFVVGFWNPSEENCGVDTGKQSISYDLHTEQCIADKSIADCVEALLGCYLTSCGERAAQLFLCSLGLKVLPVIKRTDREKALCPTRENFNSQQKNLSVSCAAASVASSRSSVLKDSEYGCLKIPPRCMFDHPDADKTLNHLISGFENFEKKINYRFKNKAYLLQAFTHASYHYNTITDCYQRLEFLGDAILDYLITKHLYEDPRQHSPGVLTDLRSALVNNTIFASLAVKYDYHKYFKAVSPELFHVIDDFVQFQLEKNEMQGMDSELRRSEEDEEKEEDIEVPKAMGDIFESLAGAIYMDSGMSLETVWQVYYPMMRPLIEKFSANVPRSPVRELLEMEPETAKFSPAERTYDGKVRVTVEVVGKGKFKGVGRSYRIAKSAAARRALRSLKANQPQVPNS
Starred values were filed as active, the others as inactive; & = joins results of further samples.

SMILES	Dicer inh
Cn1c(SCC(=O)N(c2ccccc2)C2CCCCC2)nnc1-c1ccc2ccccc2c1	3
CCN(CC)C(=O)c1c(NC(=O)c2ccco2)sc2c1CCC(C(C)(C)C)C2 (configuration not stated)	-1.3
O=C1CC(c2ccc(F)cc2)Cc2nc(Nc3ccc(F)cc3)ncc21 (configuration not stated)	0.03
O=C(Nc1ccc(F)cc1)C1Sc2nnc(-c3ccccc3)n2NC1c1ccc(F)cc1 (configuration not stated)	0.62
CSC1=C(C#N)C(=O)NC(c2ccc(Cl)cc2)S1 (configuration not stated)	-0.52
CSc1nc(COc2ccccc2Cl)nc(N)c1C#N	-2.1
CC(C)NC(=O)N1CCc2sccc2C1c1ccc(Cl)cc1 (configuration not stated)	0.99
Cc1nc(-c2ccc(-c3cccs3)s2)sc1-c1ccnn1C(=O)C(C)(C)C	-0.34
FC(F)(F)C1(C(F)(F)F)N=C(c2cccnc2)OC(N2CCOCC2)=N1	-0.46
COc1ccccc1N1CCN(CC(C)Nc2ccccn2)CC1 (configuration not stated)	2.3
COc1cc(C(=O)NN(C)C)cc(OC)c1OC	0.22
O=S(=O)(Nc1cc(C(F)(F)F)cc(C(F)(F)F)c1)c1ccccn1	-0.69
CC1(C)CC(=O)C=C(OC(=O)c2ccc(Cl)cc2)C1	-1.5
COC(=O)c1c(C)noc1-c1ccc(Cl)cc1	-0.87
CCCOc1cccc(C2c3c(oc4cc(C)c(C)cc4c3=O)C(=O)N2c2nccs2)c1 (configuration not stated)	0.57
Cc1n[nH]c(=O)c(N)c1-c1cc(-c2ccsc2)n[nH]1	-1.4
O=S(=O)(NC(=NCCc1ccccn1)Nc1cccc(Cl)c1)c1ccccc1	-0.09
N=c1c(C(N)=O)cc2c(=O)n3ccccc3nc2n1Cc1ccco1	1.9
S=C(NN=C1CCCCCC1)Nc1ccccc1	2.6
N#CCCn1nc(-c2ccccc2)cc1N	-0.11
COc1ccc(OC)c(C2SCCN2S(=O)(=O)c2ccc(C)cc2)c1 (configuration not stated)	-0.82
COC(=O)NNc1ncccc1C(F)(F)F	-0.84
COC(=O)Cn1c2ccc(Cl)cc2c2nc3ccccc3nc21	-0.38
Cc1ccc(S(=O)(=O)NCc2cccnc2)cc1-c1nnc2c3ccccc3c(C)nn12	0.95
C=C1SC(=Nc2cccc(OC)c2)N(C(=O)c2ccc([N+](=O)[O-])cc2)C1(C)C	-1.1
Fc1ccc(Cn2c3ccccc3c3nn4cnnc4nc32)cc1	-0.89
Cc1cc(=O)n2[nH]c(-c3ccccc3)cc2n1	-1
COc1ccc(NC(=O)Nc2nnc(C3CC3)s2)cc1OC1CCCC1	6.5*
NCCCS(=O)(=O)O	0.89
CSc1cc(-c2cccs2)nc(-c2ccc(Cl)cc2)n1	0.34
CCN(CC)CCOC(=O)c1ccc2nc(N)sc2c1	-0.62
CCc1sc(C(C)(C)C)cc1NC(=O)c1ccccc1	-1.2
CN(C)c1nc(N)c(C(=O)N=C(N)N)nc1Cl	0.76
Cc1cc(C(=O)N=S(C)(=O)c2cccs2)no1 (configuration not stated)	-1.1
CC(=O)Nc1ccc(S(=O)(=O)Nc2nc(C)cc(C)n2)cc1	-1.6
O=[N+]([O-])c1ccc(CSc2ncc(C(F)(F)F)cc2Cl)cc1	-0.04
CC1SC(c2ccc(C(F)(F)F)cc2)N(c2ccc(C(F)(F)F)cc2)C1=O (configuration not stated)	2.2
CCc1ccc(C2C(C(=O)OC)=C(C)Nc3nc4ccccc4n32)cc1 (configuration not stated)	-0.91
CC(C)(O)c1ccccc1CC[C@@H](SCC1(CC(=O)O)CC1)c1cccc(/C=C/c2ccc3ccc(Cl)cc3n2)c1	3.1
COc1ccccc1-n1c(-c2ccc(F)cc2)coc1=O	-6
CCOC(=O)NNc1ncc(C(F)(F)F)cc1Cl	1.4
O=c1[nH]c(=O)n([C@H]2CC(O)[C@@H](CO)O2)cc1Br (some centres not stated)	-0.85
O=C(O)C(Cc1ccc(O)cc1)NC1CCS(=O)(=O)C1 (configuration not stated)	1.2
CC(=O)Oc1ccc(C2C(C(=O)OCCOc3ccccc3)=C(C)NC3=C2C(=O)CCC3)cc1 (configuration not stated)	0.48
CCC1CCCCN1C1=CC(=O)OC12CCCCC2 (configuration not stated)	-0.79
CCOC(=O)c1ccc(N2CCOCC2)c(NS(=O)(=O)c2ccccc2[N+](=O)[O-])c1	1.4
NC(=O)c1c(NC(=O)CSc2nc3ccccc3o2)sc2c1CCC2	0.14
COc1ccccc1N1C(=O)CC(N2CCN(c3ccccc3)CC2)C1=O (configuration not stated)	0.89
COC(=O)C1=C(C)NC2=C(C(=O)CC(c3ccccc3)C2)C1c1ccccc1F (configuration not stated)	8
CC(=O)N/C(=C\c1ccc(C#N)cc1)C(=O)O	-0.63

Rewritten as comma-separated lines: 18 of the compounds above.
mol,Dicer inh
N#CCCn1nc(-c2ccccc2)cc1N,-0.11
COc1ccc(OC)c(C2SCCN2S(=O)(=O)c2ccc(C)cc2)c1 (configuration not stated),-0.82
COC(=O)NNc1ncccc1C(F)(F)F,-0.84
COC(=O)Cn1c2ccc(Cl)cc2c2nc3ccccc3nc21,-0.38
Cc1ccc(S(=O)(=O)NCc2cccnc2)cc1-c1nnc2c3ccccc3c(C)nn12,0.95
C=C1SC(=Nc2cccc(OC)c2)N(C(=O)c2ccc([N+](=O)[O-])cc2)C1(C)C,-1.1
Fc1ccc(Cn2c3ccccc3c3nn4cnnc4nc32)cc1,-0.89
Cc1cc(=O)n2[nH]c(-c3ccccc3)cc2n1,-1
COc1ccc(NC(=O)Nc2nnc(C3CC3)s2)cc1OC1CCCC1,6.5*
NCCCS(=O)(=O)O,0.89
CSc1cc(-c2cccs2)nc(-c2ccc(Cl)cc2)n1,0.34
CCN(CC)CCOC(=O)c1ccc2nc(N)sc2c1,-0.62
CCc1sc(C(C)(C)C)cc1NC(=O)c1ccccc1,-1.2
CN(C)c1nc(N)c(C(=O)N=C(N)N)nc1Cl,0.76
Cc1cc(C(=O)N=S(C)(=O)c2cccs2)no1 (configuration not stated),-1.1
CC(=O)Nc1ccc(S(=O)(=O)Nc2nc(C)cc(C)n2)cc1,-1.6
O=[N+]([O-])c1ccc(CSc2ncc(C(F)(F)F)cc2Cl)cc1,-0.04
CC1SC(c2ccc(C(F)(F)F)cc2)N(c2ccc(C(F)(F)F)cc2)C1=O (configuration not stated),2.2

More records.
SMILES	Dicer inh
COC(=O)c1c(N)sc2c1CCc1ccccc1-2	-5.4
COC(=O)c1ccc(Cn2cnc3ccccc32)cc1	-1.6
COc1ccc(C2C3=C(CC(C)(C)CC3=O)N=C3c4ccccc4C(=O)C32)cc1 (configuration not stated)	-2.8
Nc1ccccc1-c1nc(-c2cccc([N+](=O)[O-])c2)no1	-0.6
COc1ccc(Nc2nc(-c3sc(C)nc3C)cs2)cc1	0.54
CC(=O)C(C)(C)OC(=O)N1CCOCC1	-0.55
COC(=O)c1ccc(-n2nnnc2SCc2ccccn2)cc1	-1.1
COC(=O)c1c(C)nc2n(CCN3CCCCC3)c3ccccc3n12	1.1
O=[N+]([O-])c1cc(CO)ccc1N1CCOCC1	0.84
COc1ccccc1N1CCN(C2CCN(S(=O)(=O)c3ccc(Cl)cc3)CC2)CC1	3.6*
CCOC(=O)c1sc(N)nc1C	-0.78
CNC(=O)Nc1c(C)n(C)n(-c2ccccc2)c1=O	-0.67
Cc1cc(CN2C(=O)c3ccccc3S2(=O)=O)no1	-1.3
CN(C)c1ccc(C2NC(C(=O)O)Cc3c2[nH]c2ccccc32)cc1 (configuration not stated)	7
O=C1CC(NC2CCN(c3ncc(C(F)(F)F)cc3Cl)CC2)C(=O)N1c1ccc(F)cc1 (configuration not stated)	-1.4
O=C1CSC(c2cccnc2)N1c1ccc(Oc2ccccc2)cc1 (configuration not stated)	-0.37
Cc1cc(C)n(-c2ccc3ccccc3n2)n1	0.28
O=C1CC(C(=O)Nc2ccc(Br)cc2)SC(=Nc2ccccc2)N1 (configuration not stated)	-1.8
c1cnc2c(SCc3cn4ccccc4n3)cccc2c1	0.04
Cc1ccc(/C(O)=C2/C(=O)C(=O)N(CC(C)C)C2c2cccnc2)cc1 (configuration not stated)	-0.85
COc1ccc(CCNC(=O)c2nc3ccccc3c(=O)n2-n2cccc2)cc1OC	-0.18
O=C1c2ccccc2-c2c1c1ccccc1c(=O)n2CC1CC1	-0.55
Cc1c(C)c(C)c(CSCC(=O)Nc2ccc(F)c(Cl)c2)c(C)c1C	0.31
O=C(NC(=O)N1CCCCC1)c1cc(Br)cc(Br)c1	-1.6
Oc1ccc2c(c1)c(-c1ccccc1)nn2-c1ccccc1	-0.77
COC(=O)c1ccc(/C=C2\C(=O)Nc3ccccc32)n1-c1ccc(F)cc1	-0.32
Cc1c(C(=O)COC(=O)c2ccccc2Cl)sc2ccccc12	-0.32
Cc1ccccc1CSc1nnc(CCN)o1	-0.12
COC(=O)c1sc(N2C(=O)c3oc4ccccc4c(=O)c3C2c2ccc(C)o2)nc1C (configuration not stated)	0.5
FC(F)(F)c1cc(-c2nccs2)nc2cc(-c3ccccc3)nn12	0
COC(=O)C1=C(C)NC2=C(C(=O)CC(C)(C)C2)C1c1ccc(C)cc1 (configuration not stated)	-0.27
COc1cccc(C2Nc3c(C)cccc3-c3cc(C)nn32)c1O (configuration not stated)	4.9*
CC(=O)[C@H]1CCC2C3CC=C4C[C@@H](OS(=O)(=O)O)CC[C@]4(C)C3CC[C@@]21C (some centres not stated)	0.56
Cc1nc(-c2cccnc2)nc(N2CCCN(c3ncc(C(F)(F)F)cc3Cl)CC2)c1Cl	-1.4
Cc1ccccc1OCc1nn2c(Cc3ccccc3)nnc2s1	1.1
CCCCC(C(=O)O)N1C(=O)C2CC=C(Cl)CC2C1=O (configuration not stated)	0.56
COc1ccc(C(=O)c2cnc3ccccc3c2-c2ccccc2)cc1	1.1
CN(C)c1ccc(/C=C2/OC(=S)NC2=S)cc1	3.4*
CSc1ccc(NC(=O)c2cc3c4c(sc3nc2N)CCCC4)cc1	-1.1
O=C1c2ccccc2S(=O)(=O)N1Cc1nc2ccccc2s1	-0.95
COc1ccc(N2C(=O)CC(N3CCN(CCO)CC3)C2=O)cc1 (configuration not stated)	-1
CSCCn1c(-c2ccccc2)cc(C(=O)Nc2ccc(-c3ccccc3)cc2)c1C	-1.9
Cc1ccc(C(=O)c2oc3ccccc3c2N)cc1	0.43
CC(=O)Nc1ccccc1OCCN(Cc1ccccc1)C(=S)NCCC1=CCCCC1	2
CNC(=O)NC(=O)CSc1ncnc2sc(-c3ccccc3)cc12	-1.1
O=c1[nH]cnc2c1nnn2Cc1ccccc1	-1.5
NC(=O)c1ncn([C@@H]2O[C@H](CO)[C@@H](O)[C@H]2O)n1	-0.13
O=C(Oc1ccc(OC(=O)c2ccco2)c(Cl)c1)c1ccco1	7.4*
CCC(CO)n1cc2c(c1-c1ccccc1)c(=O)n(C)c(=O)n2C (configuration not stated)	0.61
C=CCn1c(SCC(=O)Nc2ccccc2F)nc2sc3c(c2c1=O)CCC3	0.71

(cont.)
SMILES	Dicer inh
CN(C)c1cc(N2CCCC2)c(F)cc1[N+](=O)[O-]	1.6
Cc1cc(NC(=O)Nc2ccc(Cl)cc2)n(C(C)(C)C)n1	-1
c1ccc2c(c1)c1ccccc1c1nc(N3CCOCC3)nnc21	-1.1
COc1cccc(Oc2c(C(F)(F)F)oc3cc(OC(=O)N4CCOCC4)ccc3c2=O)c1	1.3
COC(=O)c1ccc(/C=C/c2onc(C)c2[N+](=O)[O-])cc1	-2.1
CCOc1nc(-c2ccc(Cl)cc2)ccc1-c1noc(-c2ccncc2)n1	1.2
O=C(OCc1ccc(Cl)cc1)c1cnc(NNC(=O)C(F)(F)F)nc1C(F)(F)F	3.4*
Cc1nn(-c2ccccc2)c2sc(C(=O)Nc3ccccc3Br)cc12	-1.1
Cc1cc(C)nc(NC(=O)CSc2nn(C)c(=S)s2)n1	0.46
CC(=O)Oc1ccc2ccccc2c1-c1c(OC(C)=O)ccc2ccccc12	0.6
O=C(O)CCCC(=O)NC1CCCc2ccccc21 (configuration not stated)	-1.7
CC1CC(C)CN(c2ccc(NS(=O)(=O)c3ccccc3)cc2C(=O)O)C1 (configuration not stated)	1.7
COc1cc2ncnc(N3CCCC3)c2cc1OC	-1.3
Cc1nc2ccccc2n1CCN1CCOCC1	-0.46
Nc1ccccc1SC1CC(=O)N(c2cccc(Br)c2)C1=O (configuration not stated)	0.08
O=C(c1nc2ncccn2n1)N1CCc2ccccc2C1	2
Cn1c(=O)c2c(ncn2Cc2cccc(F)c2)n(C)c1=O	0.15
Cc1ccc(/C(O)=C2/C(=O)C(=O)N(c3cccnc3)C2c2ccc(O)cc2)cc1 (configuration not stated)	-0.09
CCOC(=O)c1csc(Nc2ccncc2)n1	0.09
c1ccc(C(Cc2nc(-c3cccnc3)no2)c2ccccc2)cc1	-0.46
Clc1ccc(OCc2nc(-c3ccc(Cl)cc3)no2)cc1	0.94
Cc1c2c(=O)n(-c3ccccc3)[nH]c2cc(=O)n1Cc1ccco1	3.3*
Cc1ccc2oc3c(c(=O)c2c1)C(c1ccc(F)cc1)N(c1nc(C)c(C)s1)C3=O (configuration not stated)	137
COc1cc(C(=O)OCCCN2CCCN(CCCOC(=O)c3cc(OC)c(OC)c(OC)c3)CC2)cc(OC)c1OC	-0.5&0.1
S=C(NCc1ccco1)Nc1ccc(Oc2ccc(Cl)cc2)cc1	-0.17
Cc1ccc(C)n1-c1ccc(C2(O)CCSc3ccccc32)cc1 (configuration not stated)	2.4
C=CCOC(=O)c1sc(N2C(=O)c3oc4ccccc4c(=O)c3C2c2ccc(O)cc2)nc1C (configuration not stated)	-0.31
Cc1noc(/C=C/c2cc(Cl)cc(Cl)c2)c1[N+](=O)[O-]	-1.6
Cc1cc(C)c2[nH]cc(C(=O)O)c(=O)c2c1	-0.19
O=C(c1ccccc1)c1c[nH]c2ccccc12	-0.61
COc1ccc(OCc2nc(-c3cccs3)no2)cc1	0.06
O=C(c1ccccc1I)n1ccc2ccccc21	-0.81
Cc1ccc2oc3c(c(=O)c2c1)C(c1ccc(C(C)C)cc1)N(CCCN(C)C)C3=O (configuration not stated)	-0.2

Some of the compounds tested; count on the stated rates, not on these rows.
